AddAB inh: less growth of phage-infected E. coli with AddAB; E. coli expressing H. pylori AddAB, absorbance growth; AID 435030; hit rate 0.29% among 330,000; inhibition, % at 11.9 µM; in the data active = inhibition above about 12%;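 note: 0% = vehicle wells of infected cells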
Mot1-301 SUMO: SUMOylation pathway inhibition by Mot1-301 growth rescue; hit rate 1% among 320,000; S. cerevisiae Mot1-301 growth rescue, ATP luminescence, 38.5C; percent above DMSO median, 100 means doubled; growth rescue, % at 18.8 µM;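 active = every valid replicate shows activation above 250% relative to neutral control wells; inactive = the rest, any valid replicate at or below 250%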;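 note: OY570 slx delta 5 strain wells were the positive control but not used for scaling; some compounds called inactive have numbers as strong as hits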
DAGLB inhibitor: blocks human DAGLB lipase activity; Q8NCG7; HEK293T DAGLB membrane lysate, EnzChek fluorogenic substrate; inhibition, % at 5.17 µM; hit rate 0.059% among 340,000; in the data active = inhibition above about 34%;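 note: 0% = enzyme with vehicle and 100% = wells lacking enzyme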
Target sequence (Q8NCG7 whole entry, looked up): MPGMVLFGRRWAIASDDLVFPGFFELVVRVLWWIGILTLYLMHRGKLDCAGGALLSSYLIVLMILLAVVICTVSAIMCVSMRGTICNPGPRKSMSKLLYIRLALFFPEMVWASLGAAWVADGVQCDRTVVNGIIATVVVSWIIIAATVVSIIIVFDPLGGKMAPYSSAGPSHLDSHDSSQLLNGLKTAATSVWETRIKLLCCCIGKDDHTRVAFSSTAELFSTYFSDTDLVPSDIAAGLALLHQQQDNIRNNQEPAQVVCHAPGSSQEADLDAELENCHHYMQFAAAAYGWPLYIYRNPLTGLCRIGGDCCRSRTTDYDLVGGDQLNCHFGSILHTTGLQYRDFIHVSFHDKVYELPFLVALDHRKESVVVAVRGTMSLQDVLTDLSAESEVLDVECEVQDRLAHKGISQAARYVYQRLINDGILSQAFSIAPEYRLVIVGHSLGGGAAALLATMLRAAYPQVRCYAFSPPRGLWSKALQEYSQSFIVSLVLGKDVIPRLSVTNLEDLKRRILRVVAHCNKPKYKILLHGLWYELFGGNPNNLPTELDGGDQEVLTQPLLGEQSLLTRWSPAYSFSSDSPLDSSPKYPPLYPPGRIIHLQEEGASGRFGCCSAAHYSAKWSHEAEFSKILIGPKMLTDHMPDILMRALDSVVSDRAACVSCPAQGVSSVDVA
PKA-R1A act: activators of PKA-R1A complex | P00514+P68181 | activation, % at 11.4 µM | AID 504707 | hit rate 0.083% among 340,000 | PKA-R1A dissociation, Cy5-IP20 fluorescence polarization; scaled: DMSO 0%, 113 µM cGMP 100%;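 active = percent activation above the mean of all tested compounds plus 3 SD, cut at about 19% in these data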;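 note: higher means more PKAc released from R1A so a rise in polarization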
PKA-R2B act: PKA-R2B complex activation; P22694+P31323; PKA-R2B holoenzyme dissociation, Cy5-IP20 fluorescence polarization; R2B truncated from residue 108, S112A mutant; 0% DMSO only, 100% 113 µM cGMP; activation, % at 11.4 µM; hit rate 0.079% among 340,000; AID 504700;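 active = activation above a cutoff set at the mean over all compounds plus 3 SD, cut at about 18% in these data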;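 note: higher means more holoenzyme dissociation and a rise in polarization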
HTR5A inv ag: HTR5A inverse agonism, opioid heterodimer counter-screen; P47898; inhibition, % at 9.3 µM; HTR5A cell line, luminescence; hit rate 0.083% among 340,000; in the data active = inhibition mostly above about 23%, no sharp cut-off; inactive = mostly below about 18%;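 note: 0% = cells with DMSO and 100% = no-cell wells with DMSO; some compounds called inactive have numbers as strong as hits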
Target sequence (P47898 whole entry, looked up): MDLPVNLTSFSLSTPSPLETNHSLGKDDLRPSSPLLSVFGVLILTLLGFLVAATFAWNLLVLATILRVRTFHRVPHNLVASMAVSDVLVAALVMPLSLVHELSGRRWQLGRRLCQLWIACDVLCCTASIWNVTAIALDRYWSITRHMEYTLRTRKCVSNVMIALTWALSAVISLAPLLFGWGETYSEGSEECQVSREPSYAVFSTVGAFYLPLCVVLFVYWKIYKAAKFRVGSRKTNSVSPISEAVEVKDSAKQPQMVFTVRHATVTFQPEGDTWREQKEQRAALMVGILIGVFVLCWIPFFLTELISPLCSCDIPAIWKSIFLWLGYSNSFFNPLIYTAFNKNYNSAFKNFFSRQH
CDK5 p35 inh: blocks human CDK5/p35 kinase activity; Recombinant CDK5/p35, ADP-Glo luminescence, 60 min; inhibition, % at 10 µM; hit rate 0.01% among 330,000; AID 488839;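 active = highest replicate inhibition of at least 50% and at least 75% of replicates reaching 50%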;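 note: plate controls were DMSO neutral control for no effect and GW8510 at 10 µM for full effect; many of its hits are not listed in these tables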
HTR5A ag: HTR5A agonism, opioid heterodimer counter-screen; P47898; HTR5A agonist assay, luminescence, cell-based; activation, % at 9.3 µM; hit rate 0.61% among 340,000; in the data active = activation mostly above about 9.5%, no sharp cut-off; inactive = mostly below about 7.6%;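 note: 0% = cells with vehicle only and 100% = reference agonist; strong numbers were not always called active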
Tat export inh: E. coli Tat transport inhibition | E. coli MC4100 TorA-mCherry Tat export, fluorescence | inhibition, % at 10 µM | hit rate 0.036% among 340,000 | AID 488895;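 active = mean replicate inhibition at least 50% and at least half of replicates individually reaching 50%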;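 note: exported cargo escapes ClpAP degradation while cytoplasmic cargo is degraded and loses fluorescence; 0% = median of neutral control wells and 100% = median of NaSCN control wells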
Ecoli viability: bacterial growth inhibition, counter-screen for AddAB inhibitors; E. coli V3065 growth, OD600 absorbance, 18 h; inhibition, % at 11.9 µM; hit rate 0.27% among 330,000;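 active = inhibition above the campaign's mean inhibition across all tested compounds plus 3 SD, cut at about 9.9% in these data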;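 note: uninfected addAB+ strain grown without phage in ampicillin broth; 0% = DMSO wells and 100% = ciprofloxacin 0.95 µg/ml wells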
phage Ecoli inh: E. coli growth loss with phage present; growth absorbance; inhibition, % at 11.9 µM; hit rate 0.26% among 360,000; in the data active = inhibition above about 11%
* hit, by the source's call; . = not tested or not shown. Hits appear at their usual frequency; overall some 2.3% were active at least once.

SMILES | AddAB inh | Mot1-301 SUMO | DAGLB inhibitor | PKA-R1A act | PKA-R2B act | HTR5A inv ag | CDK5 p35 inh | HTR5A ag | Tat export inh | Ecoli viability | phage Ecoli inh
COC(=O)C1CCN(C(=O)NC(C)(C)C)CC1 | 0.3 | -11.4 | 0.8 | 5.2 | 1.0 | -14.1 | -0.6 | -3.5 | -3.5 | -2.2 | 1.1
CCCN(CCC)c1ccc(C(O)c2nnc(-c3ccccc3)o2)cc1 (stereo not drawn) | 1.7 | 13.0 | 0.8 | -6.0 | 3.0 | 19.0 | 1.8 | -7.7 | -1.3 | 1.9 | -0.9
N#CC(C(=O)NCCc1ccccc1)c1nc2ccccc2nc1N1CCCCC1 (stereo not drawn) | 0.3 | -7.2 | 0.8 | -6.1 | -8.7 | 17.9 | 0.0 | -0.7 | -1.1 | 1.7 | 2.0
O=C(NCC1c2ccccc2CCN1C(=O)CN1CCOCC1)C1CCCCC1 (stereo not drawn) | 0.0 | -18.5 | 2.3 | -4.8 | -3.4 | 1.0 | -1.5 | -0.4 | 0.3 | 1.7 | 1.8
O=C(NC1CCCCCCC1)c1ccc(F)cc1 | 1.2 | -0.6 | -6.8 | 4.4 | -6.9 | 5.2 | 0.1 | -1.3 | 0.7 | -2.0 | 3.6
Cc1ccc2cc(C#N)c(NCc3ccccc3)nc2c1 | 2.7 | -2.3 | -3.9 | -6.8 | -7.8 | -13.1 | 0.1 | -0.1 | 3.0 | -3.9 | 0.9
CN(C)CCNC(=O)Nc1ccc(Cl)c(Cl)c1 | 3.6 | -13.2 | -2.1 | -0.2 | -2.2 | -8.9 | 0.7 | 4.2 | -0.6 | 1.1 | 2.8
COc1cccc2c1OC1(C)CC2NC(=O)N1Cc1ccccc1 (stereo not drawn) | 0.7 | 8.1 | 0.8 | 1.6 | -2.9 | -0.7 | -8.0 | -2.1 | 19.1 | 1.2 | 0.6
O=C(Nc1cccc(S(=O)(=O)N2CCCC2)c1)c1cc(=O)[nH]c2ccccc12 | 0.4 | 17.0 | -2.6 | 3.0 | 5.0 | 16.6 | -5.2 | -2.8 | -4.7 | 2.3 | 0.7
CCOC(=O)c1ccc(NC(=S)N(CCCN2CCN(CC)CC2)Cc2cccs2)cc1 | 1.0 | 16.5 | 0.3 | 1.8 | 1.7 | -3.6 | -1.3 | 1.3 | -0.9 | -0.1 | 1.3
CC(C)C(C(=O)OCC(=O)c1ccccc1)N1C(=O)C2C3C=CC(C3)C2C1=O (stereo not drawn) | 5.4 | -24.3 | 1.0 | -9.6 | -11.7 | 11.6 | 1.3 | -4.3 | -1.6 | 1.5 | 2.5
Cc1ccc(OCCC(=O)OCC(=O)Nc2ccc(C)c(S(=O)(=O)N3CCOCC3)c2)cc1 | . | . | -7.8 | -6.3 | -6.1 | -2.9 | -1.3 | -0.6 | 11.0 | . | 0.9
Cn1cc(C(=O)NCC2COc3ccccc3O2)c(=O)c2cc(S(=O)(=O)N3CCCCC3)ccc21 (stereo not drawn) | 4.7 | 199.2 | 6.4 | -7.3 | -2.5 | -113.4 | 1.8 | 48.8* | 4.6 | -1.1 | -0.6
COc1ccc(O)c(CN2CCN(C/C=C/c3ccccc3)CC2)c1 | -1.9 | 37.5 | -3.1 | -2.7 | -5.2 | -5.0 | -3.2 | 3.5 | 8.5 | 1.2 | 3.2
CC(C)CN1CCC(=O)N(CCOc2ccccc2)CC1 | 1.8 | 16.4 | -0.8 | -8.6 | -6.6 | 0.9 | -0.3 | 5.8 | 4.8 | 1.2 | 1.8
Oc1ccc(N=Cc2sc3ccccc3c2Cl)cc1 | -1.6 | -24.6 | 2.2 | -11.1 | -3.1 | 17.1 | -2.0 | 3.6 | -9.2 | -1.8 | 0.5
CCN(CC)C(=O)c1cc(-c2ccc3c(c2)OCO3)on1 | 4.2 | -7.2 | -3.9 | -3.4 | -10.5 | -4.9 | 1.4 | 1.4 | 2.3 | 1.7 | 0.4
CCN(CC)CCOc1nnc(-c2ccc(OC)cc2)c2ccccc12 | -1.0 | -11.6 | -3.0 | -8.1 | -4.1 | 2.7 | -0.4 | -0.7 | -4.9 | -1.2 | 1.6
Clc1ccsc1-c1csc(-c2cccnc2)n1 | 1.6 | 43.2 | -7.5 | -14.9 | -7.7 | -6.9 | -0.8 | 2.9 | -0.9 | -2.0 | 3.2
CCCCn1c(=N)n(CCOc2ccc(C)cc2)c2ccccc21 | 3.5 | 6.0 | 3.8 | 0.0 | 2.4 | -2.6 | 0.0 | -5.7 | -7.9 | 3.0 | 2.7
CCCc1cc(=O)[nH]c(SCC(=O)c2cc(C)n(CCC)c2C)n1 | 1.5 | 0.5 | 1.6 | -0.3 | 0.4 | 3.8 | -0.9 | -1.7 | 11.9 | -1.2 | 3.5
COc1ccc(NC(=O)c2ccc3ccccc3n2)cc1S(=O)(=O)Nc1ccccc1Cl | 0.8 | -13.7 | -3.0 | 7.5 | 0.6 | -51.9 | -0.5 | 6.0 | -5.1 | 1.1 | 4.0
CC1CC(C)CN(c2oc(-c3ccco3)nc2C#N)C1 (stereo not drawn) | 0.0 | . | -4.7 | -4.4 | -0.7 | -13.6 | -0.4 | 3.1 | -4.2 | -1.0 | 2.3
CCN(C(=O)COC(=O)CNC(=O)c1sc2ccccc2c1Cl)C1CCCCC1 | 0.7 | -21.1 | -2.1 | 3.8 | -16.0 | -6.4 | -6.8 | 2.0 | 6.1 | -0.6 | -1.0
CS(=O)(=O)c1cccc(C(=O)OCCCC(=O)c2ccccc2)c1 | -1.2 | -16.7 | -2.4 | 7.6 | 7.2 | -6.1 | 1.0 | -2.8 | -0.9 | -0.2 | 0.7
O=C(CNC(=O)c1ccccc1F)OCC(=O)c1ccc(Cl)s1 | 2.9 | 53.7 | -1.9 | -2.4 | -3.3 | -3.9 | -1.4 | 0.2 | -3.1 | -0.8 | -0.6
CCn1c(-c2sc(-c3ccccc3)nc2C)n[nH]c1=S | 4.4 | 5.1 | 2.6 | 12.6 | 10.1 | -0.7 | 0.2 | 0.2 | -7.8 | 2.7 | 2.5
CC1=CC(C)C(COC(=O)CN2CCCCC2)C(C)C1 (stereo not drawn) | 1.3 | 1.5 | 1.9 | -14.7 | -0.9 | 2.6 | -0.1 | 4.4 | -2.2 | -0.3 | 4.4
COCCNC(=O)C(=O)Nc1cccc(Br)c1 | -2.1 | -16.3 | 1.2 | -3.7 | -0.4 | 2.9 | 0.3 | -3.3 | -5.5 | -2.2 | 1.1
CN1CCc2nc3sc(C(=O)NCc4ccccc4)c(N)c3cc2C1 | 2.2 | -1.2 | -0.8 | -2.3 | -1.1 | 11.9 | -0.9 | -4.6 | 5.4 | -1.4 | 4.7
CC(=O)c1ccc(N2CCN(C(=O)c3nn(C)c4c3CS(=O)(=O)c3ccccc3-4)CC2)cc1 | 2.4 | -18.1 | 0.9 | -4.3 | -11.1 | 10.2 | 1.7 | 2.6 | 7.4 | -1.9 | 0.9
O=C(CSc1nnnn1C1CCCCC1)N1CCc2ccccc21 | 2.2 | 12.1 | -2.8 | 5.9 | -1.2 | -4.6 | 2.2 | 1.0 | 8.4 | 1.4 | 2.8
Cc1ccc(OCC(=O)NC(=S)Nc2cccc(NC(=O)c3ccccc3)c2)cc1 | 2.8 | 4.1 | -1.5 | -8.4 | 3.1 | 7.0 | 1.8 | -0.1 | -1.0 | 0.9 | 6.4
CC(C)N(C(=S)Nc1cc(S(=O)(=O)N2CCOCC2)ccc1Cl)c1ccccc1 | 1.4 | -2.3 | -0.9 | -1.8 | -9.8 | 15.6 | -0.5 | 3.7 | -8.7 | 0.7 | 2.1
COC(=O)c1cnn(-c2nc(-c3ccccc3)cs2)c1N | 0.2 | -20.1 | -19.3 | -3.2 | -5.4 | -20.9 | 1.2 | 5.6 | 13.3 | -3.4 | 0.4
CCn1c(SCC(=O)Nc2ccccc2)nnc1C1CCCCC1 | 3.4 | -16.0 | -4.2 | 15.3 | 7.2 | -2.8 | -1.2 | 1.1 | 4.4 | 1.3 | 1.2
O=C1C(C=NCc2ccco2)=C(O)c2ccccc21 | 0.3 | . | 4.9 | -5.2 | -3.6 | 8.5 | 3.8 | 1.5 | 1.0 | 0.1 | 3.1
O=C(Nc1cccc(NC(=O)c2ccccc2[N+](=O)[O-])n1)c1ccccc1[N+](=O)[O-] | 4.0 | -5.5 | 1.4 | -4.5 | 1.4 | 19.4 | -0.2 | -5.9 | -2.6 | -0.4 | 1.4
COc1cccc(CNc2ncn[nH]2)c1OCc1ccc(F)cc1 | 1.0 | 5.0 | -0.2 | -15.5 | -6.5 | 6.7 | -0.8 | -2.7 | -9.7 | 1.6 | -1.5
Cc1nnc(SC(C)C(=O)NCC2CCCO2)s1 (stereo not drawn) | 0.8 | 8.8 | 0.5 | 3.5 | 4.3 | 13.4 | -1.6 | -0.4 | -0.5 | -1.9 | 1.6
Cc1csc(NC(=O)c2cn3ccccc3n2)n1 | -3.0 | 0.2 | 0.3 | -9.0 | -14.2 | -18.6 | 12.8 | 6.3 | -0.1 | -1.0 | -2.4
CC(=O)NS(=O)(=O)c1ccc(N=c2ssc3c2-c2cc(C)c(C)cc2NC3(C)C)cc1 | 6.8 | -4.5 | 13.3 | 8.1 | 6.4 | -1.4 | 0.7 | 0.1 | -4.7 | 1.3 | 4.7
CN(C)C(CNC(=O)CNC(=O)c1ccc2ccccc2c1)c1ccccc1 (stereo not drawn) | 1.0 | 20.2 | -1.1 | -1.9 | -1.6 | 8.4 | -0.8 | -3.5 | -3.5 | -2.0 | -0.5
O=C(COC(=O)c1ccc(Cl)nc1)NC(=O)c1ccc(OC(F)F)cc1 | -1.4 | 6.7 | 2.6 | -0.3 | 0.3 | 13.5 | 2.9 | -5.5 | -6.8 | 0.4 | 4.9
CC(C(=O)N1CCN(C(=O)c2ccco2)CC1)n1sc2ccccc2c1=O (stereo not drawn) | 1.9 | 379.9* | 0.8 | 2.9 | -0.7 | -18.6 | -2.0 | 5.0 | -6.8 | -0.6 | 1.2
CC(C)c1ccc(CC(NC(=O)c2ccccc2)C(=O)NCC(=O)O)cc1 (stereo not drawn) | 6.3 | -4.9 | 0.2 | -7.0 | -0.2 | -14.3 | -1.5 | 5.3 | 0.8 | 1.7 | 3.5
O=[N+]([O-])c1cn(-c2nc(-c3ccco3)cc(C(F)(F)F)n2)cn1 | 1.3 | -7.6 | -2.4 | 5.5 | 6.4 | 3.8 | -1.0 | -5.0 | -1.1 | 1.1 | 1.5
CCN(CC(=O)Nc1ccc(NC(C)=O)cc1)C(=O)c1cccc(S(=O)(=O)N2CCCC2)c1 | -1.4 | 1.7 | 1.6 | 10.1 | 3.3 | -6.3 | -1.1 | 0.2 | -3.5 | 0.2 | 3.0

Bioassay records from PubChem.
